SMARCA2 activ: increases SMARCA2 function in MMTV reporter cells | MG213 cells, MMTV-luciferase reporter, dexamethasone, overnight | activation, % at 9.1 µM | 370,000 compounds, 1% hits | AID 652017; in the data active means activation above about 7.8%;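 further: 0% = vehicle wells and 100% = reference activator wells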
PG9 binder: small molecules binding HIV-1 gp120 antibody PG9 | TR-FRET gp120-PG9 antibody binding | inhibition, % at 6.7 µM | 360,000 compounds, 0.43% hits | AID 624416; in the data active means inhibition above about 8.5%
ABHD4 inh: inhibitors of mouse ABHD4 | Q8VD66 | purified mABHD4, FP-Rh probe fluorescence polarization | inhibition, % at 8.92 µM | 370,000 compounds, 0.54% hits;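 active means inhibition exceeding the mean over every tested compound plus 3 SD, cut at about 30% in these data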;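 further: 0% = plate median of compound wells and 100% = S159A mutant with DMSO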
Target sequence (Q8VD66 whole entry, looked up): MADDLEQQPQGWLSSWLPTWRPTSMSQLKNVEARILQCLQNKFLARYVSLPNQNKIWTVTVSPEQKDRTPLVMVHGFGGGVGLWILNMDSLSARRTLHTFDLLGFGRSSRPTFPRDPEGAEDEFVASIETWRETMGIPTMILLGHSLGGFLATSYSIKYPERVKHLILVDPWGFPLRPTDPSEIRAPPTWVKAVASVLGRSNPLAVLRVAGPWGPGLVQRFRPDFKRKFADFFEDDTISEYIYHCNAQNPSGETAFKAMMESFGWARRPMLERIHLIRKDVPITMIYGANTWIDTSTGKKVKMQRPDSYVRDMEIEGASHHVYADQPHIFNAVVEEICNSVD
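Assay system: mABHD4 protein; medium: HEPES pH 7.0, NaCl, Pluronic buffer; dosing: 8.92 µM, single dose; schedule: 45 min + 60 min at 25 °C; signal: FP readout, ex 525 nm / em 598 nm; read-out: normalized percent inhibition of probe labeling; repeats: single replicate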
rCAG binder: molecules binding r(CAG) RNA repeats. r(CAG) RNA repeat, TO-PRO-1 dye displacement fluorescence. inhibition, % at 3 µM. 370,000 compounds, 1.3% hits. AID 651821;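 active means inhibition above the plate cutoff, the mean of all test compounds on that plate plus 3 SD, cut at about 35% in these data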;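 further: 0% = DMSO alone and 100% = 100 µM mitoxantrone as full dye displacement; higher means more dye released from RNA so lower well fluorescence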
ASAP1 inh: blocks human ASAP1-stimulated Arf1 GTP hydrolysis. Q9ULH1. GDP FP detection. inhibition, % at 16.5 µM. 360,000 compounds, 0.19% hits. AID 624377; in the data active means inhibition above about 25%;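 further: 0% = vehicle with enzyme and substrate and 100% = no enzyme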
HTRA1 inh: inhibitors of human serine peptidase HTRA1; Q92743; recombinant HTRA1, FP-rhodamine activity-based probe, fluorescence polarization; inhibition, % at 5.96 µM; 340,000 compounds, 0.5% hits; AID 504803; in the data active means inhibition above about 36%;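 further: 0% = enzyme with DMSO and 100% = wells lacking enzyme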
Target sequence (Q92743 whole entry, looked up): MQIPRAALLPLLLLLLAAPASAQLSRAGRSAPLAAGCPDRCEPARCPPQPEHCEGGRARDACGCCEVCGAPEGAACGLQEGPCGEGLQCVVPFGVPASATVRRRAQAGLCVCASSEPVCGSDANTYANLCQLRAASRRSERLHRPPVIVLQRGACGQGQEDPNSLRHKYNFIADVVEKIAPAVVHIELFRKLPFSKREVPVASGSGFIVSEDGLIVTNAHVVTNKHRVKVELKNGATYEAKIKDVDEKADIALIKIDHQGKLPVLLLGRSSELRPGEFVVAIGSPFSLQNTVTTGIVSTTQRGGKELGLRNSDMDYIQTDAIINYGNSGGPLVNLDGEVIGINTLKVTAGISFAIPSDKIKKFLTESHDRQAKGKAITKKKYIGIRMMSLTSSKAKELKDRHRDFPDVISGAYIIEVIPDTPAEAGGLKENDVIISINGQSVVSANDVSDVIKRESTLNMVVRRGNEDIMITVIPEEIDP
ARFGAP1 inh: rat ARFGAP1 inhibition. 360,000 compounds, 0.26% hits. inhibition, % at 16.5 µM. AID 651572. Arfgap1-stimulated ARF1 GTP hydrolysis, GDP FP detection;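 active means inhibition above a per-plate limit, mean inhibition of low control wells plus 3 SD, cut at about 25% in these data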;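 further: 0% = DMSO wells with enzyme and 100% = wells lacking Arfgap1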
Target sequence (Q62848 1-136 limits assumed): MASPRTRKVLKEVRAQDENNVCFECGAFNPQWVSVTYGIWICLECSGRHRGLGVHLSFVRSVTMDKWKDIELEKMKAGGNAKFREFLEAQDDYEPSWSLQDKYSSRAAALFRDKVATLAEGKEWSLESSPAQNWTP
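Material: rat Arfgap1 catalytic domain, aa 1-136; also added: human ARF1(Δ1-17)-GTP substrate; compound dosing: one concentration, 16.5 µM, DMSO 1.26%; incubation: GTP hydrolysis reaction 2 h at 25 °C; measured by: Tracer-displacement fluorescence polarization with EDTA stop, 620/688 nm; evaluation: % inhibition from polarization; repeats: one replicate per compound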
Rev-erbA mod: Rev-erb alpha (human) modulation | P20393 | Rev-erbα–FITC-DNA binding, fluorescence polarization, 90 min | activity, % at 10 µM | 370,000 compounds, 0.79% hits;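 active means activity above about 14%, limit read from the data; passing the limit was not always enough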;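 further: 0% = DMSO wells with 35 nM protein and 100% = DMSO wells with 750 nM protein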
NPR1 activator: GC-A (human) enzyme activation | P16066 | HEK293 GC-A cells, cGMP TR-FRET, EC30 ANP; 0% at EC30 ANP, 100% saturating ANP | activation, % at 10 µM | 370,000 compounds, 0.14% hits | AID 1671463; in the data active means activation above about 40%
NPR2 activator: GC-B (human) receptor activation; P20594; HEK293-GC-B cells, CNP EC30, cGMP TR-FRET; 0% at EC30 CNP, 100% saturating CNP; activation, % at 10 µM; 370,000 compounds, 0.11% hits; AID 1920062;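 active means activation at 10 µM reaching about 35% in either raw or pattern-adjusted values, limit read from the data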
An asterisk follows results filed as active; nt = no result given.

mol | ARFGAP1 inh | ASAP1 inh | HTRA1 inh | NPR1 activator | SMARCA2 activ | NPR2 activator | Rev-erbA mod | ABHD4 inh | rCAG binder | PG9 binder
CCOC(=O)C(NC(=O)c1ccccc1)C(C)(C)SCc1ccccc1 (centres undefined) | 0 | -10 | -16 | 2 | -2 | -4 | -11 | -12 | -3 | -0.3
Cc1cccn2c(=O)c(/C=C(\C#N)C(=O)NC3CCS(=O)(=O)C3)c(Oc3ccccc3Cl)nc12 (centres undefined) | 5 | 8 | 4 | 8 | -2 | -1 | -1 | 3 | 2 | 0.8
COc1ccc(CC(=O)Nc2sc3c(c2C(N)=O)CCCC3)cc1OC | -1 | -9 | 1 | 6 | -2 | 1 | -4 | 1 | 5 | 0.4
O=C(Nc1nnc(S(=O)(=O)N2CCOCC2)s1)c1cccc(F)c1 | 3 | 4 | 3 | 6 | 2 | -3 | -5 | -6 | 5 | 1.1
COc1ccc(CCNC(=O)C2CCCN2C(=O)NC2CCCCC2)cc1OC (centres undefined) | -14 | 3 | 3 | -1 | 8 | 5 | 1 | 0 | -1 | -0.2
Cc1ccc(C2(CCNS(=O)(=O)c3ccc(C)cc3)CCOC(C(C)C)C2)cc1 (centres undefined) | 19 | 10 | -55 | -10 | -4 | -4 | -3 | -10 | -4 | -0.8
CCn1ccnc1CN1CCc2c([nH]c3ccccc23)C1C(C)(C)C (centres undefined) | 13 | -11 | 5 | -7 | -1 | -6 | 3 | 8 | -4 | -1.2
O=C(N=C1SC2CS(=O)(=O)CC2N1c1ccccc1)c1ccccc1 (centres undefined) | -2 | 8 | 3 | -4 | -3 | -1 | -7 | 4 | 5 | -0.6
O=C(NCC(=O)N(Cc1cccs1)C(C(=O)NC1CCCC1)c1ccco1)c1cccs1 (centres undefined) | 1 | -11 | -4 | -5 | -2 | 1 | -4 | 0 | -6 | 1.4
N#CCSCC(=O)Nc1ccc(F)cc1 | 4 | -3 | 4 | 4 | -1 | 3 | -4 | 2 | 1 | -1.4
O=C1NC(Cc2ccccc2)c2nc3ccccc3c(=O)n2-c2ncccc21 (centres undefined) | -1 | -4 | 1 | -8 | -5 | 0 | 2 | 0 | 0 | 0.5
COc1ccc(CN2C(=O)c3ccccc3C(/C=N\OCc3ccc(C)cc3)C2=O)cc1 (centres undefined) | -6 | 16 | -24 | 2 | 0 | 1 | 4 | -17 | 7 | 0.1
Cc1cc(C(=O)N/N=C/c2ccc([N+](=O)[O-])cc2)c(C)o1 | 3 | 9 | -3 | 0 | -1 | 1 | -2 | 1 | 2 | -2.7
O=C(O)CCSc1nc(C(F)(F)F)cc(=O)n1-c1ccccc1 | 10 | 7 | 2 | -2 | -1 | 6 | 2 | 5 | 6 | -0.6
COc1cc(NC(=O)Cc2ccc([N+](=O)[O-])cc2)c(C(=O)O)cc1OC | 5 | 1 | 6 | -1 | -4 | 3 | 3 | 1 | 2 | -1.4
COc1ccc(CNC(=O)CCC(=O)Nc2cccnc2)cc1 | 8 | -11 | 3 | -1 | 1 | 6 | 1 | -1 | -2 | 1.6

Some of these compounds in order of length of the SMILES, highest first:
mol | ARFGAP1 inh | ASAP1 inh | HTRA1 inh | NPR1 activator | SMARCA2 activ | NPR2 activator | Rev-erbA mod | ABHD4 inh | rCAG binder | PG9 binder
COc1ccc(CN2C(=O)c3ccccc3C(/C=N\OCc3ccc(C)cc3)C2=O)cc1 (centres undefined) | -6 | 16 | -24 | 2 | 0 | 1 | 4 | -17 | 7 | 0.1
Cc1cc(C(=O)N/N=C/c2ccc([N+](=O)[O-])cc2)c(C)o1 | 3 | 9 | -3 | 0 | -1 | 1 | -2 | 1 | 2 | -2.7
COc1ccc(CNC(=O)CCC(=O)Nc2cccnc2)cc1 | 8 | -11 | 3 | -1 | 1 | 6 | 1 | -1 | -2 | 1.6

Following part
mol | ARFGAP1 inh | ASAP1 inh | HTRA1 inh | NPR1 activator | SMARCA2 activ | NPR2 activator | Rev-erbA mod | ABHD4 inh | rCAG binder | PG9 binder
Cn1c(N2CCN(C(c3ccccc3)c3ccccc3)CC2)nc2ccccc21 | 0 | 4 | -46 | -8 | 0 | -8 | -1 | -2 | -7 | -1.9
COc1ccc(OC)c2[nH]c(=O)c(CCNC(=O)C(C)(C)C)cc12 | 4 | 5 | 3 | 7 | -1 | -3 | -3 | -1 | 0 | -1.5
O=C(O)c1ccccc1NS(=O)(=O)c1ccc(N/N=C/c2ccc(O)c(O)c2)c([N+](=O)[O-])c1 | 0 | 24 | 66* | 2 | 4 | 1 | 6 | 81* | 92* | -3.6
COc1ccc(-n2nc(C(=O)NCC(=O)Nc3cccc(C)n3)c3ccccc3c2=O)cc1 | -4 | 10 | 1 | -4 | 0 | -7 | 29* | -9 | -1 | 7.1
O=S(=O)(Nc1ccc(N2CCOCC2)cc1)c1cccs1 | 3 | -9 | 18 | 1 | -4 | 1 | -2 | -8 | -1 | 2.5
Cn1cc(Br)c(C(=O)N/N=C/c2cc3c(cc2Cl)OCO3)n1 | 0 | -2 | -4 | 0 | 3 | -5 | 1 | -6 | 0 | -1.3
Cc1csc(NC(=O)CNS(=O)(=O)c2cccs2)n1 | 10 | -7 | -2 | 2 | -2 | 1 | 5 | -4 | -3 | -0.6
NC(=O)NCCc1ccccc1 | -2 | 0 | 1 | 3 | 0 | -1 | 1 | 4 | 0 | -0.5

Full records from above:
Profile of Cn1c(N2CCN(C(c3ccccc3)c3ccccc3)CC2)nc2ccccc21 = ARFGAP1 inh = 0; ASAP1 inh = 4; HTRA1 inh = -46; NPR1 activator = -8; SMARCA2 activ = 0; NPR2 activator = -8; Rev-erbA mod = -1; ABHD4 inh = -2; rCAG binder = -7; PG9 binder = -1.9
Profile of Cc1csc(NC(=O)CNS(=O)(=O)c2cccs2)n1 = ARFGAP1 inh = 10; ASAP1 inh = -7; HTRA1 inh = -2; NPR1 activator = 2; SMARCA2 activ = -2; NPR2 activator = 1; Rev-erbA mod = 5; ABHD4 inh = -4; rCAG binder = -3; PG9 binder = -0.6

Additional structures follow.
mol | ARFGAP1 inh | ASAP1 inh | HTRA1 inh | NPR1 activator | SMARCA2 activ | NPR2 activator | Rev-erbA mod | ABHD4 inh | rCAG binder | PG9 binder
S=C(NCc1ccncc1)Nc1ccc(Cl)cc1 | 12 | 6 | 6 | 7 | -3 | 2 | 0 | 4 | 3 | -1.1
COc1ccc(CCNC(=O)Nc2nc(C(N)C3CCCCC3)cs2)cc1OC (centres undefined) | 4 | -1 | nt | -7 | -4 | -4 | 5 | -2 | 11 | 1.1
CN(CC(=O)NCc1ccccn1)S(=O)(=O)c1ccc(F)cc1 | -12 | -4 | 5 | 1 | -3 | 3 | -6 | -2 | 1 | -1.3
O=S(=O)(c1ccc(Cl)cc1)N1CCN(c2ccccn2)CC1 | 2 | 8 | 1 | -7 | 5 | -5 | 1 | 0 | -6 | -2.1
O=C(Nc1ccc(N2CCOCC2)cc1)C1CCN(S(=O)(=O)c2ccccc2F)CC1 | 6 | 3 | 1 | 1 | -4 | 2 | 2 | -1 | -3 | -1.2
CN(Cc1ccccc1)S(=O)(=O)c1ccc(S(=O)(=O)N(Cc2ccc(F)cc2)C2CCCC2)cc1 | -3 | -15 | 7 | 4 | 2 | 6 | -1 | -3 | 1 | -2.0
CCOc1ccc(C(=O)Oc2ccc(NC(C)=O)cc2)cc1 | 3 | -13 | nt | -1 | -7 | 3 | 3 | -4 | -3 | -0.1
CCC1CCCCN1C(=O)c1ccc2c(c1)C(=O)N(c1ccc(C)cc1)C2=O (centres undefined) | 0 | -1 | 2 | 3 | 2 | -4 | 10 | 0 | -5 | -1.3
C=CCc1ccccc1OCC(O)CN1CCN(c2ccc(OC)cc2)CC1 (centres undefined) | 1 | 9 | -4 | -3 | -2 | 2 | 3 | -2 | 2 | 1.1
COc1ccc(-c2cc(C(=O)OCC(=O)N3CCCCC3)c3ccccc3n2)cc1OC | 0 | 6 | -22 | 7 | 0 | 5 | 0 | -22 | 5 | 0.9
COCCN(C(=O)C1CC(=O)N(Cc2ccccc2)C1)c1nc(-c2ccc([N+](=O)[O-])cc2)cs1 (centres undefined) | 9 | 6 | -29 | -1 | -3 | -3 | 2 | -13 | 7 | 0.3
COCCN1C(=O)c2oc3ccccc3c(=O)c2C1c1ccc(C(=O)OC)cc1 (centres undefined) | 1 | 15 | -7 | 1 | -1 | -1 | 0 | 2 | -2 | 0.9
O=C(Cn1cnc2cc([N+](=O)[O-])ccc2c1=O)NC(c1ccccc1)c1ccccc1 | 6 | 6 | -10 | -2 | 2 | 2 | 8 | 0 | 16 | -2.1
CC1CCCN(C(=O)c2nn(C)c3c2CSc2ccccc2-3)C1 (centres undefined) | 6 | 7 | -5 | 0 | 3 | 1 | 3 | 3 | 1 | 0.1
N#Cc1ccsc1NC(=O)COC(=O)c1cc(Br)ccc1O | -1 | 6 | -23 | -2 | 0 | 1 | 48* | -7 | 15 | 34*
CNc1cnc(-c2cccc(C(=O)N3CCOCC3)c2)cn1 | 4 | 11 | nt | 0 | -3 | 1 | -5 | -5 | 1 | -0.6
COc1ccc(C2CC(=O)N(CCCN(C)CCc3ccc(OC)c(OC)c3)C2)cc1 (centres undefined) | -4 | 2 | 0 | -2 | 1 | -5 | 6 | 12 | -9 | -3.4
O=c1cc(CSc2nnnn2-c2ccccc2)nc2scc(-c3ccccc3)n12 | 3 | -5 | -16 | -6 | -3 | -1 | -1 | -5 | 4 | 1.2
Cc1ccc(S(=O)(=O)N(C)CC(=O)NCc2ccncc2)cc1 | 3 | -13 | 1 | 0 | -4 | 5 | 0 | 0 | -1 | -0.5
O=C(Nc1ccccc1)O/N=C1\CCCCC1c1ccc([N+](=O)[O-])cc1[N+](=O)[O-] (centres undefined) | 3 | 0 | -13 | -1 | 0 | -6 | 0 | -3 | 4 | 0.8
C[C@@H]1[C@H](c2ccccc2)Oc2ccc(Cl)cc2S(=O)(=O)N1CC1CCCN1C(=O)OC(C)(C)C (some centres undefined) | 0 | 9 | -3 | 0 | -2 | 2 | 3 | -1 | 7 | -2.2
COc1ccc(-c2[nH]nc3c2C(c2ccoc2)C(C#N)=C(N)O3)cc1 (centres undefined) | -6 | -1 | 1 | -7 | -1 | 3 | 0 | 5 | 6 | -0.1
Cc1cccc(CN2CCN(C3CN(Cc4cn(Cc5cccc(Cl)c5)nn4)S(=O)(=O)C3)CC2)c1 (centres undefined) | -14 | -21 | nt | -4 | -5 | -8 | -4 | 1 | 0 | -1.8
Nc1ccc(-c2nc3cc(N)ccc3n2CCO)cc1 | 12 | -4 | 0 | 2 | -4 | -2 | -5 | -4 | 1 | -1.7
O=C(NCCCN1CCOCC1)c1cccnc1SCc1ccccc1Cl | 9 | 0 | 7 | 4 | -3 | -1 | 5 | 3 | 0 | 0.1
CCOC(=O)CSc1nc2ccc(S(=O)(=O)N3CCOCC3)cc2[nH]1 | -7 | -8 | 4 | -1 | -1 | 7 | 0 | 4 | -1 | -0.1
Cc1nn(CC(=O)Nc2sc3c(c2C#N)CCC(C(C)(C)C)C3)c(C)c1[N+](=O)[O-] (centres undefined) | -9 | -3 | 6 | -4 | -1 | 6 | -1 | 5 | 3 | 0.1
COc1ccccc1N/C=C/c1onc(C)c1[N+](=O)[O-] | -7 | -3 | -6 | 2 | 1 | 5 | 12 | 0 | 2 | -5.6
COc1cc(C2C(C#N)=C(C)NC3=C2C(=O)CC(C)(C)C3)ccc1O (centres undefined) | -5 | -2 | 0 | 8 | 0 | -2 | -6 | 4 | 2 | -1.6

Bioassay records as filed in PubChem.
